# hERG protect – compounds protecting human hERG from proarrhythmic drug block; CHO-hERG, FluxOR thallium flux, dofetilide IC70 present; activation (rescue from dofetilide block), less the hit threshold, % at 10 µM; 310,000 tested, 0.51% active;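 active = activation above the mean of controls blocked by dofetilide plus 5 SD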;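 note: thallium influx through hERG after potassium depolarization seen as dye fluorescence rise; in these data hits start at about 4.7%; inactives centre near -7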
# Target sequence (Q12809 whole entry, looked up): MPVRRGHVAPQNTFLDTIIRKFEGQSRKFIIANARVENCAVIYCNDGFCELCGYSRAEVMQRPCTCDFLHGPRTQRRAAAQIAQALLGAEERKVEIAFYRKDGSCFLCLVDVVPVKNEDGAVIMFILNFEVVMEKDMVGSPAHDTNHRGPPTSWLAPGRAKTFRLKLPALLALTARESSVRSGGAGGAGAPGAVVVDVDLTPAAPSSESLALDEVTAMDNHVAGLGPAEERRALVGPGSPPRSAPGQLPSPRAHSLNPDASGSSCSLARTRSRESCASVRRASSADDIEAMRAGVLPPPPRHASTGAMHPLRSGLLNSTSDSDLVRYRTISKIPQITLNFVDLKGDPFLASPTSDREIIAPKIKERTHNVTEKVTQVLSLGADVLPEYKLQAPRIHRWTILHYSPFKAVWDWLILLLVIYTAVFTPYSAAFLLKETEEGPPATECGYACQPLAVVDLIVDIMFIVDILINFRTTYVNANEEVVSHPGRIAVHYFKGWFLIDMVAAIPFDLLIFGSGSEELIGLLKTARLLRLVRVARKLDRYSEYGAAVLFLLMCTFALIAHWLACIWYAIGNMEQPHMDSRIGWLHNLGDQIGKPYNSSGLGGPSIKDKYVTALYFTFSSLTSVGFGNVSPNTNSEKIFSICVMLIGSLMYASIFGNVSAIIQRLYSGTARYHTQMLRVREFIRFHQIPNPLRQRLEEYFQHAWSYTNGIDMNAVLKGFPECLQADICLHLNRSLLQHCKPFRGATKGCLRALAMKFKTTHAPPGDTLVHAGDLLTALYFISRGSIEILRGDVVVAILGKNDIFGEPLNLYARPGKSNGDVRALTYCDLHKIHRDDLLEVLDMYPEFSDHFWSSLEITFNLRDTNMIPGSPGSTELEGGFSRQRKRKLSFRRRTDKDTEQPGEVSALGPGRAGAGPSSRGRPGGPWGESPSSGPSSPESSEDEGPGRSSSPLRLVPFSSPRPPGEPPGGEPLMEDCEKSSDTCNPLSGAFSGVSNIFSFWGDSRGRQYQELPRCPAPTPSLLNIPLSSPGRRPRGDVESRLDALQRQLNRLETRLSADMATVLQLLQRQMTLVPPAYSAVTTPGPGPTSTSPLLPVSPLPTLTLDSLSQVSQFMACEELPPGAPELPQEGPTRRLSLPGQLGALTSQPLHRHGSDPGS
# Dyrk1A ADPGlo – inhibitors of rat Dyrk1A kinase. Q63470. ADP-Glo luminescence, NFATc1 peptide. inhibition, % at 12.5 µM. 310,000 tested, 0.43% active. AID 504441; in the data active = inhibition above about 50%;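 note: plate controls were vehicle with enzyme for no effect and no enzyme for full effect; many of its hits are not listed in these tables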
# KCNQ1 inh – inhibitors of human KCNQ1 potassium channel | CHO-K1 KCNQ1, FluxOR thallium flux fluorescence; stronger effect = higher value | 310,000 tested, 1.3% active | B-score at 10 µM | P51787;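 active = compounds whose thallium flux B-score, printed positive for inhibition, exceeds three library SD while starting fluorescence stays within three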;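 note: channel opened by potassium depolarization with thallium stimulus after 20 min compound exposure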
# KCNQ1 pot – potentiates or activates the human KCNQ1 potassium channel | P51787 | CHO-K1 KCNQ1, thallium flux FluxOR fluorescence; stronger effect = higher value | B-score at 10 µM | 310,000 tested, 0.35% active | AID 2648;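 active = fluorescence ratio B-score, a plate-corrected score, at least three library SD, with initial intensity B-score within 5 SD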
#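 Test system: CHO-K1 cells stably expressing KCNQ1 / Medium: assay buffer / Also added: depolarizing K+/Tl+ stimulus, K2SO4 and Tl2SO4 each 12.5 mM in 5x stock / Incubation: 90 min dye loading and 20 min compound exposure, both at room temperature / Signal: thallium influx via FluxOR fluorescence, kinetic imaging / Evaluation: B score of baseline-normalized fluorescence ratio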
# RGS4 act – potentiators or activators of RGS4; HEK293 M3R/inducible RGS4, carbachol calcium flux Fluo4; stronger effect = lower value; B-score at 10 µM; 310,000 tested, 0.92% active; AID 463111;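 active = B-score of the integrated calcium signal more than 4 SD below the library mean, with starting fluorescence not abnormally high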;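 note: negative B-score means reduced calcium response which marks RGS4 activation or potentiation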
#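 System – HEK293 FlpIn-TREx cells, stable M3R, doxycycline-inducible RGS4 · Reagent – ECmax carbachol challenge · Times – compound preincubation 20 min at room temperature before agonist · Technique – Fluo4 fluorescence kinetic imaging of calcium · Measure – B score of integrated Fluo4 ratio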
# GSK3A inh – human GSK-3 alpha kinase inhibition. P49840. ADP-Glo luminescence, 60 min. inhibition, % at 10 µM. 320,000 tested, 0.1% active;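 in the data active = inhibition above about 50%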;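 note: GST-tagged GSK-3 alpha with peptide substrate and 25 µM ATP; 0% = DMSO neutral wells and 100% = GW8510 positive control wells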
# PolyA inh – blocks polyadenylation in yeast reporter cells. S. cerevisiae SKY197-pL101 polyadenylation reporter, beta-gal luminescence; efflux-impaired pdr1/pdr3 knockout yeast; score 100 = 6 SD above DMSO. calls only at 12 µM. 300,000 tested, 0.02% active;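 active = lowest replicate activity score at least 50, where 100 means six control SD above control mean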;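 note: yeast exposed to compound for 9 h at 30 °C; higher score means more reporter readthrough which indicates perturbed polyadenylation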
# KCNK9 inh – blocks the human KCNK9 two-pore domain potassium channel | 310,000 tested, 1.2% active | B-score at 10 µM | HEK293 KCNK9, FluxOR thallium flux fluorescence; stronger effect = lower value;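 active = ratio B-score over 3 SD below the library mean, with starting fluorescence within 5 SD of its mean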;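 note: negative B-score means less thallium flux so channel inhibition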
# KCNK3 inh – human KCNK3 channel inhibition, primary screen. 340,000 tested, 0.84% active. O14649. B-score at 10 µM. CHO-KCNK3 thallium flux, FluxOR fluorescence; stronger effect = lower value. AID 602410;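 active = B-score under library mean minus 4 SD, starting fluorescence ratio at most library mean plus 5 SD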;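 note: more negative B-score means stronger inhibition of thallium flux through KCNK3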
# GSK3beta inhib – blocks human GSK3beta kinase activity; P49841; GST-GSK3beta kinase, ADP-Glo luminescence, 60 min; stronger effect = lower value; activity score (negative = inhibition), % at 10 µM; 300,000 tested, 0.038% active; AID 2097;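 active = more than half of replicate wells score below -50%, meaning over 50% inhibition versus plate controls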;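 note: 0% = median DMSO wells and -100% = median GW8510 positive control wells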
#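 Test system – GST-tagged human GSK3beta kinase, cell-free · Incubation – 60 min enzyme reaction, room temperature · Signal – ADP-Glo luminescence · Also added – peptide substrate and ATP at 25 µM · Controls – DMSO neutral wells and GW8510 at 20 µM as positive · Buffer or medium – Tris/MgCl2 kinase buffer · Measure – Luminescence-derived activity versus plate DMSO and GW8510 wells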
# HDAC3 inhib – blocks human histone deacetylase 3. recombinant HDAC3, fluorogenic peptide/trypsin coupled, fluorescence. inhibition, % at 8.3 µM. O15379. 320,000 tested, 0.15% active. AID 2718; in the data active = inhibition above about 26%, passing the limit was not always enough
# * marks the source's active call; other numbers are inactive results; i = inactive; . = not tested or not shown. Not all compounds are listed (hit frequency here may not be typical).
SMILES,hERG protect,Dyrk1A ADPGlo,KCNQ1 inh,KCNQ1 pot,RGS4 act,GSK3A inh,PolyA inh,KCNK9 inh,KCNK3 inh,GSK3beta inhib,HDAC3 inhib
CC(C)(C)c1ccc(Oc2cccc(C3CC(=O)C(C4NCCc5ccccc54)C(=O)C3n3cncn3)c2)cc1 (centres undefined),-9,-5,i,i,i,0,i,i,i,1,14
Cc1ccc(C2C3CSCC=C3C(C#N)=C(N)C2(C#N)C#N)cc1 (centres undefined),-16,11,i,i,i,-1,i,i,i,-5,-4
CCOc1ccccc1C1c2[nH]c3ccccc3c2C[C@H]2C(=O)N(C3CCN(Cc4ccccc4)CC3)CC(=O)N12 (some centres undefined),-14,-4,i,i,i,-1,i,i,i,-4,-2
O=C(COC(=O)c1cncc(Br)c1)NC1CCCC1,-13,.,i,i,i,-1,i,i,i,2,4
CC(NC(=O)COC(=O)c1cn(-c2ccccc2)nc1-c1cccs1)c1ccccc1 (centres undefined),-9,-5,i,i,i,.,i,i,i,3,-2
Cc1ccc(NC(=O)COC(=O)C2CC2)c(Br)c1,-9,5,i,i,i,-1,i,i,i,2,-1
CCOC(=O)C1=C(C)Nc2ncnn2C1c1cccs1 (centres undefined),-17,7,i,i,i,.,i,i,i,-14,1
O=C1c2cccnc2C(Nc2cccc(F)c2)N1Cc1ccco1 (centres undefined),-4,-4,i,i,i,0,i,i,i,-2,-4
Cc1ccc(-c2cc(C(=O)N3CCN(C(=O)c4ccco4)CC3)no2)cc1,-8,-19,i,i,i,-1,i,i,i,6,-5
O=C(COc1ccc(Cl)cc1)NCCNC(=O)c1cnccn1,-1,-1,i,i,i,-1,i,i,i,0,0
Cc1nc(N2CCC(C)CC2)c2c(C)c(C(=O)Nc3cccc(C(F)(F)F)c3)sc2n1,-9,2,13*,i,i,2,i,i,-9.4*,0,4
CCN(CC)CCNC(=O)c1cn(CC)c2cc(N3CCN(C(=O)c4ccco4)CC3)c(F)cc2c1=O,-11,-2,i,i,i,0,i,i,i,-1,-25
Cc1cccc2cc(CN(Cc3ccc(F)cc3)Cc3nnnn3C3CCCC3)c(=O)[nH]c12,-5,-4,i,i,i,5,i,i,i,-4,-4
O=C(/C=C/c1cccc([N+](=O)[O-])c1)NCCSCc1c(Cl)cccc1Cl,-11,-7,i,i,i,-1,i,i,i,1,2
Cc1ccc(C)c(S(=O)(=O)N2CCN(C(=O)c3ccc(OCc4c(C)noc4C)cc3)CC2)c1,-5,-14,i,i,i,-1,i,i,i,0,-2

# 3 entries drawn at random from those above:
SMILES,hERG protect,Dyrk1A ADPGlo,KCNQ1 inh,KCNQ1 pot,RGS4 act,GSK3A inh,PolyA inh,KCNK9 inh,KCNK3 inh,GSK3beta inhib,HDAC3 inhib
CC(NC(=O)COC(=O)c1cn(-c2ccccc2)nc1-c1cccs1)c1ccccc1 (centres undefined),-9,-5,i,i,i,.,i,i,i,3,-2
CCOc1ccccc1C1c2[nH]c3ccccc3c2C[C@H]2C(=O)N(C3CCN(Cc4ccccc4)CC3)CC(=O)N12 (some centres undefined),-14,-4,i,i,i,-1,i,i,i,-4,-2
Cc1ccc(NC(=O)COC(=O)C2CC2)c(Br)c1,-9,5,i,i,i,-1,i,i,i,2,-1

# Next section
SMILES,hERG protect,Dyrk1A ADPGlo,KCNQ1 inh,KCNQ1 pot,RGS4 act,GSK3A inh,PolyA inh,KCNK9 inh,KCNK3 inh,GSK3beta inhib,HDAC3 inhib
Cc1coc2c1c(C)cc1oc(=O)c(CC(=O)N[C@H](C(=O)O)C(C)C)c(C)c12,-1,5,i,i,i,-5,i,i,i,0,-12
O=S(=O)(Nc1ccc(-c2nc3cccnc3s2)cc1)c1cc(F)ccc1F,-12,17,i,i,i,-2,i,i,i,-3,-1
CN1CCc2c(c3ccccc3n2C)C1,-3,-5,i,i,i,.,i,i,i,6,-6
COc1ccccc1NC(=O)CCC(=O)OCc1ccc(Br)cc1,-6,-5,i,i,i,-1,i,i,i,-6,-3
O=C(Nc1nnc(Cc2ccccc2)s1)c1cccs1,-9,0,i,i,i,12,i,i,i,-2,-1
COc1ccc(C2=NN(C(=O)CCC(=O)O)C(c3ccccc3F)C2)cc1 (centres undefined),-9,16,i,i,i,-4,i,i,i,1,-2
Cc1oc(-c2ccccc2Cl)nc1CSCC(=O)N1CCCC1,-7,3,i,i,i,-3,i,i,i,4,5
CC1CCN(C(=O)CCC(=O)N2CC(C)Oc3ccccc32)CC1 (centres undefined),-9,-1,i,i,i,-2,i,i,i,0,0
O=C1N=C(N2CCc3ccccc3C2)S/C1=C\c1cccc(O)c1,-12,0,i,i,-8.3*,0,i,i,i,5,3
O=C(NC1CCCCCCC1)C1c2ccccc2C(=O)N1Cc1ccco1 (centres undefined),-8,0,i,i,i,1,i,i,i,0,-4
COc1ccc(CN(C(=O)CSc2nnc(-c3ccc(OC)c(OC)c3)o2)c2ccc(F)cc2)cc1,-5,-8,i,i,i,0,i,i,i,1,-1
O=C(C1CCCC1)N1CCN(S(=O)(=O)c2ccc(F)c(F)c2F)CC1,-7,0,i,i,i,0,i,i,i,1,1
CCOC(=O)C(C(=O)OCC)C(C#N)c1ccccc1 (centres undefined),-3,3,i,i,i,0,i,i,i,1,-1
COc1ccc([C@H]2/C=C\CN(S(C)(=O)=O)[C@@H](C)C(=O)N2Cc2ccc(F)cc2)cc1,-4,4,i,i,i,-20,i,i,i,3,0
COc1ccc(-c2csc3ncnc(Oc4ccc5c(C)cc(=O)oc5c4)c23)cc1,-10,-2,i,i,i,-2,i,i,i,-2,10
COc1ccc(C2=NN(C(=O)CCC(=O)O)C(c3ccc(F)cc3)C2)cc1 (centres undefined),-2,-3,i,i,i,-3,i,i,i,0,-3
CC1(C(=O)N2CCN(C(=O)c3ccco3)CC2)CC1(Br)Br (centres undefined),-9,-4,i,i,i,-5,i,i,i,-3,-1
CC(=O)Nc1c(C(=O)Nc2ccc3c(c2)OCO3)oc2ccccc12,0,.,i,i,i,1,i,i,i,4,5
CCOC(=O)CSc1ncnc2c1cnn2-c1ccc(C)cc1,-11,-7,i,i,i,-1,i,i,i,-2,-4
N#C/C(=C/c1ccccc1)c1nn(CCO)c(N)c1C#N,-5,5,i,i,i,3,i,i,i,-1,2
CCOC(=O)c1c(NC(=O)C(C)N2CCN(C(=O)c3ccco3)CC2)sc2c1CCCC2 (centres undefined),-17,5,i,15*,i,-1,i,i,i,4,9
CN(Cc1ccc(F)cc1)C(=O)c1cccc(S(=O)(=O)N2CCN(c3ccc(F)cc3)CC2)c1,-12,3,i,i,-7.6*,1,i,i,i,6,8
Cn1c(N)c(C(=O)Nc2cccc(Cl)c2)c(=O)n(C)c1=O,-5,5,i,i,i,-3,i,i,i,0,2
O=C(/C=C/c1ccc([N+](=O)[O-])cc1)N1CCN(S(=O)(=O)c2cccs2)CC1,-9,-3,i,i,i,.,.,i,i,1,4
C=C1CCN([C@@H](CC(C)C)C(=O)NCc2cc(OC)c(OC)c(OC)c2)S(=O)(=O)c2ccccc21,-9,.,i,i,i,-1,i,i,i,-1,-1
COc1ccc(/C=N/NC(=S)Nc2ccccc2)cc1COc1ccc(F)cc1F,-10,6,i,i,i,-1,i,i,i,-2,-5
COc1ccc(-c2noc(CCCOc3ccccc3)n2)cc1OC,-8,1,i,i,i,-1,i,i,i,3,-3
COc1ccc2c(c1[N+](=O)[O-])CCC/C2=N/OC(=O)c1cccc2ccccc12,-14,5,i,i,i,-3,i,i,i,-3,-4
O=c1c2c(nc3c(-c4ccccc4)c[nH]n13)CCCC2,-2,-1,i,i,i,1,i,i,i,-3,-6
CC(C)=CCN1CCN(Cc2cnc(C)s2)CC1CCO (centres undefined),-1,-4,i,i,i,0,i,i,i,4,-2
O=C1N=c2ccccc2=C1c1sc(=S)n(Cc2ccccc2Cl)c1O,-6,.,i,i,i,-2,i,i,i,3,7
CN(CC(=O)O/N=C(\N)c1ccccn1)S(=O)(=O)c1ccccc1,-17,0,i,i,i,-5,i,i,i,2,3
CCOC(=O)C1=C(C)Nc2nc(SCC)nn2C1c1ccc(OC)cc1 (centres undefined),-3,2,i,i,i,.,i,i,i,-1,3
COc1cc(C2=NOC(C(=O)Nc3c(C)n(C)n(-c4ccccc4)c3=O)C2)cc(OC)c1OC (centres undefined),-12,2,i,i,i,-1,i,i,i,-3,-1
COCC(C)N1CCC(Oc2ccc(C(=O)NCc3ccccn3)cc2)CC1 (centres undefined),-11,-1,i,i,i,-1,i,i,i,5,1
CC(C)c1ccc(/C=N/NC(=O)CC(=O)NCc2ccccc2)cc1,-17,-3,i,i,i,0,i,i,i,3,2
CCN(Cc1ccncc1)C(=O)c1ccc(Br)o1,-7,-2,i,i,i,0,i,i,i,-3,-5
Cc1[nH]c2ccccc2c1Cc1nnc(SCC(N)=O)o1,-3,-8,i,i,i,-3,i,i,i,-28,-3
Clc1ccc(Cl)c2sc(N3CCOCC3)nc12,0,3,8*,i,i,-1,i,i,i,3,-3
COc1ccc(Cl)cc1C(=O)Nc1ccc(CN2CCCCC2)cc1,-11,3,i,i,i,3,i,i,i,-4,-2
O=C(OCC(=O)N1CCOCC1)c1ccccc1Cc1ccccc1,-6,-3,i,i,i,-6,i,i,i,-1,0
O=C(CNS(=O)(=O)c1ccccc1)N/N=C/c1ccc(O)cc1,-7,24,i,i,i,25,i,i,i,-13,-1
CC(C)C1=NN(C(=O)c2cccnc2)C(O)(C(F)(F)F)C1 (centres undefined),-1,.,i,i,i,0,i,i,i,-2,-7
Cc1ccc2cc([N+](=O)[O-])ccc2n1,-2,5,i,i,i,-2,i,i,i,-18,-2
Cc1cccc(C)c1NC(=S)NC(=O)c1ccc(Br)o1,25*,6,i,27*,i,0,i,i,i,4,4
COC(=O)CCCCC1SCC(NC(=O)c2ccccc2)C1OC(C)=O (centres undefined),-4,-3,i,i,i,-1,i,i,i,-3,3
COc1ccc(CN(CCCN2CCOCC2)S(=O)(=O)N(C)C)cc1OC,-7,1,i,i,i,-2,i,i,i,-4,8
CC(C)(C)NC(=O)C1Cc2ccccc2CN1C(=O)Nc1cccc(Cl)c1 (centres undefined),0,0,i,i,i,-2,i,i,i,0,1
CC1CCN(CCCNC(=O)CCNC(=O)Cn2cnc3ccccc3c2=O)CC1,-5,-1,i,i,i,0,i,i,i,-4,0

# Bioassay records as filed in PubChem BioAssay.
